CSN deneddyl inh: CSN deneddylation inhibition | Purified CSN, SCF-Nedd8-OG deneddylation, fluorescence polarization | inhibition, % at 12.5 µM | hit rate 0.38% among 360,000 | AID 651999;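 active = pattern-corrected inhibition above about 35%, with an unprinted fluorescence ratio check between 0.5 and 1.5, limit read from the data, passing the limit was not always enough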;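 also: 0% = enzyme with substrate and 100% = substrate without enzyme; some results filed as inactive read as strong as hits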
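Assay system: Purified human Csn5 enzyme expressed in HEK293T cells | Amount: Enzyme 0.24 nM | Measured by: Fluorescence polarization readout | Medium: Tris/NaCl/DTT buffer, pH 7.5 | Compound dosing: One concentration, 12.5 µM, 0.25% DMSO | Times: 90 min incubation of compound, enzyme and substrate at room temperature | Control set: no-enzyme wells high, enzyme-with-substrate wells low | Read-out: % inhibition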
TbMetRS inhib: Trypanosoma brucei MetRS inhibition | purified T. brucei MetRS, ATP depletion, Kinase-Glo luminescence | inhibition, % at 11.9 µM | hit rate 0.4% among 360,000 | AID 624268;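 active = inhibition above a per-plate cutoff of the control wells' mean inhibition plus 3 SD, cut at about 5.5% in these data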;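 also: 0% = DMSO wells median and 100% = median of wells with control inhibitor compound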
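Material: parasite MetRS enzyme / Replication: singlicate, one well per compound / Signal: luminescence of leftover ATP / Schedule: 2 h aminoacylation at 25 °C after 15 min preincubation / Medium: HEPES-MgCl2-KCl buffer plus DTT, spermine, BSA, pyrophosphatase / Doses: 11.9 µM single point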
Neddyl block: inhibitors of human cullin neddylation; P61081+Q13564; AID 651699; hit rate 0.58% among 360,000; TR-FRET cullin neddylation, biochemical; calls only at 25 µM; in the data active = inhibition above about 36%
MsrA inh: inhibits bovine methionine sulfoxide reductase A; AID 651718; inhibition, % at 15.5 µM; hit rate 0.75% among 360,000; purified bovine MsrA, absorbance read-out; in the data active = inhibition above about 4.5%;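 also: 0% = vehicle wells with enzyme and 100% = reference inhibitor wells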
MLLE-PAM2 inh: inhibitors of microRNA-mediated deadenylation, human PABP1 MLLE binding; P11940; hit rate 0.36% among 360,000; GST-MLLE / FITC-PAM2 fluorescence polarization; inhibition, % at 20 µM; AID 588489; in the data active = inhibition above about 35%, passing the limit was not always enough;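 also: plate controls were DMSO wells with GST-MLLE for no effect and wells lacking GST-MLLE protein for full effect; some results filed as inactive read as strong as hits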
Rin1-Abl PPI inh: inhibitors of human Rin1-Abl protein interaction | AID 588664 | hit rate 0.4% among 360,000 | inhibition, % at 7.35 µM | TR-FRET Rin1/Abl binding, biochemical | P00519+Q13671; in the data active = inhibition above about 5%, passing the limit was not always enough
FAS-TE inh: blocks the thioesterase domain of human fatty acid synthase; recombinant FAS-TE, OMFH fluorogenic substrate, fluorescence endpoint; inhibition, % at 15 µM; hit rate 0.67% among 360,000;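 active = compounds whose normalised, plate-corrected inhibition of enzyme fluorescence in the single-dose primary screen is 50% or more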;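 also: 0% = DMSO with enzyme and 100% = substrate without enzyme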
bovine MsrA act: bovine methionine sulfoxide reductase A activation | hit rate 0.3% among 360,000 | activation, % at 10.6 µM | purified bovine MsrA, absorbance read-out; in the data active = activation above about 7.5%;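 also: 0% = vehicle and 100% = reference activator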
eLon inh: E. coli protease La inhibition; purified E. coli Lon protease, fluorescence polarization; inhibition, % at 7.94 µM; AID 602123; hit rate 0.42% among 360,000; in the data active = inhibition above about 13%, passing the limit was not always enough;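 also: 0% = enzyme with probe and DMSO and 100% = no enzyme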
An asterisk follows results filed as active; i = inactive; · = no result given. Hits appear at their usual frequency; overall some 4% were active at least once.

Every second line gives: FAS-TE inh	CSN deneddyl inh	Neddyl block	eLon inh	MsrA inh	TbMetRS inhib	MLLE-PAM2 inh	bovine MsrA act	Rin1-Abl PPI inh
CC(=O)NNc1ncnc2c1cnn2-c1ccccc1
  -5	-6	i	7	-0.9	-0.8	-1	-1	-5
Cc1coc2cc3oc(=O)c(CCC(=O)NCCN4CCOCC4)c(C)c3cc12
  -4	-3	·	-4	2.3	1.4	-4	-1	-5
CCC(Oc1ccccc1)C(=O)Nc1ccccc1C(=O)N1CCN(C)CC1 (stereo not drawn)
  -3	1	i	-6	0.2	-0.5	6	-4	-1
O=C(C1CCCN(Cc2ccccc2)C1)N1CCc2ccccc2C1 (stereo not drawn)
  -2	0	i	2	-1.0	-0.2	2	2	3
NC(Cc1ccccc1)c1csc(Nc2ccc(C(F)(F)F)cn2)n1 (stereo not drawn)
  -14	4	i	0	-2.5	-0.2	-2	-5	4
Cc1ccc(NC(=O)C(=O)Nc2ccccn2)cc1
  -12	-7	i	4	0.3	-1.0	11	-7	-2
O=C(Nc1ccccc1Cl)c1ccc(=O)[nH]n1
  -4	6	i	-1	0.4	-0.1	-4	-2	-1
COc1ccc(C(=O)NC(=S)Nc2ccc3oc(=O)ccc3c2)cc1
  -11	-2	i	4	0.1	-0.7	35	-7	-1
NC(=O)COc1ccc(C2c3c(oc4ccccc4c3=O)C(=O)N2CC2CCCO2)cc1 (stereo not drawn)
  -9	-1	i	-4	1.0	-0.9	-7	-13	0
Cc1ccc(Cn2c(CCNc3nc(-c4ccc(Cl)c([N+](=O)[O-])c4)cs3)nc3cc(C(=O)NCCCO)ccc32)cc1
  19	0	i	-13	0.8	-0.2	-76	-4	4
COc1cc([N+](=O)[O-])ccc1NC(=O)Cn1ccsc1=N
  -10	5	i	4	2.5	0.2	4	-3	-1
COc1ccc(/C=C/C(=O)Nc2ccc(-c3nnc4n3CCCCC4)cc2)c(OC)c1
  -1	-16	i	-21	2.9	-0.1	-1	0	-4
COC(=O)C1=C(C)NC(=O)/C1=C\c1cc(C)n(-c2cccc(C)c2)c1C
  7	4	i	-18	1.6	-0.3	-6	-2	5
Nc1cccc2[nH]c(=O)c3ccccc3c12
  -7	-1	·	-8	1.0	-0.2	14	-2	-4
Oc1nc(Nc2ccccc2)sc1/C=C1\C=Nc2ccccc21
  0	-1	i	-11	3.0	3.3	-27	-4	0
COc1ccc(N2CCN(CCS(=O)(=O)c3cc(Cl)ccc3Cl)CC2)cc1
  18	4	i	-1	0.1	-0.2	-4	-1	0
COc1ccccc1/C=C/C=N/NC(=O)Cc1cccn1C
  -5	3	i	-25	5.8*	-0.2	-16	-2	-5
CC(=O)Nc1cccc(/C(C)=N/Nc2nc3ccccc3s2)c1
  9	3	i	-3	2.4	-0.4	9	-1	3
O=S(=O)(NC1CCC(NS(=O)(=O)c2c(F)cccc2F)CC1)c1ccc2c(c1)OCCO2 (stereo not drawn)
  4	4	i	1	3.2	-0.2	19	-1	4
CCCCCN(C(=O)CCC(=O)OCC(=O)N1C(C)CCCC1C)c1c(N)n(CCCC)c(=O)[nH]c1=O (stereo not drawn)
  -5	-4	i	-6	0.5	-0.5	-9	-3	0
CCOC(=O)N1CCC(NC(=O)Cn2cc3c(n2)CCCC3)CC1
  -2	-3	i	9	-0.3	1.2	10	-4	-2
O=C(CN1C(=O)NC2(CCCCC2)C1=O)N1CCN(S(=O)(=O)c2ccc(Cl)s2)CC1
  -4	-6	i	19*	-0.6	0.0	-30	-1	1
Cc1cc(NC(=O)CSc2nnc(N)s2)c([N+](=O)[O-])cc1C
  -3	0	i	-2	1.2	-0.3	-18	-2	0
NC(=O)C1CCN(C(=O)c2ccc(OCC(=O)Nc3cccc(C(F)(F)F)c3)cc2)CC1
  0	-4	i	-19	-0.3	-0.2	2	0	0
COC(=O)[C@@]12C[C@@H](CC(=O)NCc3ccc(C)o3)C(=O)N(Cc3ccco3)C1=CCC(C)(C)C2
  ·	4	i	·	0.4	-0.9	·	·	·
O=C(COC(=O)CCOc1ccccc1)NCCC1=CCCCC1
  0	4	i	5	-0.7	-1.2	-17	-7	-1
O=C(CN(C(=O)c1csnn1)c1cccc2c1CCCC2)NCc1ccc(F)cc1
  9	5	i	-4	-0.8	1.0	1	-2	0
Cc1ccc(S(=O)(=O)c2nc(-c3cccs3)oc2SCC(N)=O)cc1
  2	3	i	-6	0.0	-0.1	-49	-9	3
Cn1cccc1C(=O)c1ccc(Cl)cc1Cl
  4	2	i	2	-0.2	0.1	-1	1	0
Cn1nnnc1SCc1cccc(CSc2nnnn2C)n1
  -11	-2	i	-2	-1.3	-1.0	-8	-13	-3

Record cards, as listed above. Screens in order: FAS-TE inh | CSN deneddyl inh | Neddyl block | eLon inh | MsrA inh | TbMetRS inhib | MLLE-PAM2 inh | bovine MsrA act | Rin1-Abl PPI inh
COC(=O)C1=C(C)NC(=O)/C1=C\c1cc(C)n(-c2cccc(C)c2)c1C is listed as 7 | 4 | i | -18 | 1.6 | -0.3 | -6 | -2 | 5
Cc1cc(NC(=O)CSc2nnc(N)s2)c([N+](=O)[O-])cc1C is listed as -3 | 0 | i | -2 | 1.2 | -0.3 | -18 | -2 | 0
O=C(COC(=O)CCOc1ccccc1)NCCC1=CCCCC1 is listed as 0 | 4 | i | 5 | -0.7 | -1.2 | -17 | -7 | -1
COC(=O)[C@@]12C[C@@H](CC(=O)NCc3ccc(C)o3)C(=O)N(Cc3ccco3)C1=CCC(C)(C)C2 is listed as · | 4 | i | · | 0.4 | -0.9 | · | · | ·
CCCCCN(C(=O)CCC(=O)OCC(=O)N1C(C)CCCC1C)c1c(N)n(CCCC)c(=O)[nH]c1=O (stereo not drawn) is listed as -5 | -4 | i | -6 | 0.5 | -0.5 | -9 | -3 | 0

(listing goes on)
Every second line gives: FAS-TE inh	CSN deneddyl inh	Neddyl block	eLon inh	MsrA inh	TbMetRS inhib	MLLE-PAM2 inh	bovine MsrA act	Rin1-Abl PPI inh
COc1ccc2c(c1)CCC1C2=NN(/C(C)=C/C(C)=O)C1c1cccc(F)c1 (stereo not drawn)
  0	15	i	-27	0.8	-1.1	-98	-11	-5
OCCC1CN(Cc2cnc(-c3ccccc3)s2)CCN1C1CCCC1 (stereo not drawn)
  -6	-2	i	2	-0.3	-1.3	4	-10	0
Cc1cccc(NC(=O)CCSc2nc(C)cc(C)n2)c1
  -4	-5	i	2	0.5	-1.1	15	-6	0
CC(=O)c1ccc(NC(=O)C(C)Sc2nnnn2C)cc1 (stereo not drawn)
  -4	-6	i	-9	-0.2	0.8	-2	-3	1
COC(=O)c1cc(NC(=O)C2CC(=O)NC(=NCc3ccc(OC)cc3)S2)cc(C(=O)OC)c1 (stereo not drawn)
  -7	-8	i	3	0.3	-1.1	-1	-13	3
CCN(CC)S(=O)(=O)c1ccc(/C=C/C(=O)OCC(=O)NNC(=O)c2ccc(OC)cc2)cc1
  -7	5	i	3	0.8	0.0	-19	-2	1
CC1CC(O)C(C)CN1 (stereo not drawn)
  -4	107	i	-3	1.2	-0.8	5	-4	-3
Cc1ccccc1NC(=O)c1ccc(OCC(=O)Nc2ccccc2F)cc1
  -2	-2	i	3	0.2	-0.2	1	-4	2
COc1cc(NC(=O)COC(=O)CO/N=C(\C)c2ccc3c(c2)OCO3)cc(OC)c1OC
  -5	1	i	-2	-0.2	-0.7	-11	0	-3
CC(C)Cn1cnc2c1c(=O)[nH]c(=O)n2Cc1ccccc1
  -3	1	i	4	-0.6	0.2	5	3	1
Cc1cccc(C(=O)Nc2ccc(C(=O)Nc3ccc(O)cc3)cc2)c1
  -6	0	i	-6	0.9	-0.3	16	0	-2
CCOc1cc(/C=N/NC(N)=O)cc(Br)c1OCc1ccccc1F
  -2	4	i	-3	-0.4	-0.7	-4	-4	-3
Cc1cc(NC(=O)CCCn2nc(C)c([N+](=O)[O-])c2C)no1
  0	1	i	-4	0.9	0.1	8	2	-3
N#Cc1c(N2CCCCC2)nc(N)c2c(N)nc3c(c12)CC(c1ccccc1)O3 (stereo not drawn)
  6	0	i	-5	4.1	-0.2	-7	-2	-2
O=C1CCCC(NCCCCCCNC2=C([N+](=O)[O-])C(=O)CCC2)=C1[N+](=O)[O-]
  -4	5	i	2	4.0	0.1	-8	-3	-1
Cc1ccc2c(C)c(C(=O)N3CCC(C(N)=O)(N4CCCCC4)CC3)oc2c1C
  13	-1	i	5	-0.5	-0.2	4	0	-4
O=c1c([N+](=O)[O-])cc(C(F)(F)F)cn1Cc1c(Cl)cccc1Cl
  -3	-3	i	2	0.8	-0.1	0	-5	1
Cc1oc(-c2ccc(Cl)cc2)cc1C(=O)O
  -1	1	i	-5	-1.7	0.4	-1	-4	-4
CN1CCN(Cc2ccc(OCc3ccccc3)cc2)CC1
  -8	-6	i	3	-0.4	0.1	6	-3	-5
Cc1ccn2c(=O)nc(SCC(=O)N3CCC(Cc4ccccc4)CC3)nc2c1
  18	2	i	-4	0.3	-0.4	-10	-4	-2
Cc1ccc(OCCNC(=O)CCNS(=O)(=O)c2ccc3ccccc3c2)cc1
  9	-3	i	9	0.0	-0.6	7	-10	0
FC(F)(F)c1ccccc1NC(=S)N1CCCCCC1
  0	3	i	-14	-0.4	-0.4	-28	-3	4
CCC(CC)C(=O)Nc1cccc(C(=O)Nc2ccc(S(N)(=O)=O)cc2)c1
  -8	2	i	0	0.6	-0.9	11	-11	2
CCn1cc([N+](=O)[O-])c(C(=O)Nc2cc(C)on2)n1
  -3	-8	i	4	0.4	-0.4	4	-1	1
CC(C)N1CCC1(C)C(=O)Nc1nc2ccccc2[nH]1 (stereo not drawn)
  -4	3	i	-3	1.6	0.2	-2	-2	-3
Cc1ccc2c([N+](=O)[O-])cccc2n1
  -4	-11	i	-4	0.3	-1.1	9	-9	1
CSC[C@H]1CN(Cc2ccccc2)C(=O)[C@@H]1CC(=O)Nc1ccc(Br)cc1
  -6	1	i	-3	-0.5	17*	-10	-2	-3
O=C(CSc1ncn[nH]1)Nc1nc(-c2cccc([N+](=O)[O-])c2)cs1
  -46	1	i	-2	-1.3	-0.2	-7	-3	0
COc1ccc(Cc2nc3ccc(C(=O)N(C)CCn4ccnc4)cc3o2)cc1OC
  -9	-9	i	14	-0.6	0.4	0	-1	1

Structures above that bear a hit mark in MsrA inh.
smiles | CSN deneddyl inh | Neddyl block | eLon inh | MsrA inh | TbMetRS inhib | MLLE-PAM2 inh | bovine MsrA act | Rin1-Abl PPI inh
COc1ccccc1/C=C/C=N/NC(=O)Cc1cccn1C | 3 | i | -25 | 5.8* | -0.2 | -16 | -2 | -5

Part of the list above, reduced to eLon inh.
| Structure | eLon inh |
| --- | --- |
| COc1ccc2c(c1)CCC1C2=NN(/C(C)=C/C(C)=O)C1c1cccc(F)c1 (stereo not drawn) | -27 |
| OCCC1CN(Cc2cnc(-c3ccccc3)s2)CCN1C1CCCC1 (stereo not drawn) | 2 |
| Cc1cccc(NC(=O)CCSc2nc(C)cc(C)n2)c1 | 2 |
| CC(=O)c1ccc(NC(=O)C(C)Sc2nnnn2C)cc1 (stereo not drawn) | -9 |
| COC(=O)c1cc(NC(=O)C2CC(=O)NC(=NCc3ccc(OC)cc3)S2)cc(C(=O)OC)c1 (stereo not drawn) | 3 |
| CCN(CC)S(=O)(=O)c1ccc(/C=C/C(=O)OCC(=O)NNC(=O)c2ccc(OC)cc2)cc1 | 3 |
